# TRPM1 prom inh: MITF TRPM1 promoter inhibition in SK-MEL-5 cells; SK-MEL-5 TRPM1 promoter luciferase, 24 h; inhibition, % at 12.5 µM; 0.83% of 330,000 active; AID 488899;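 active = mean inhibition across replicates of 60% or more, whatever share of single replicates reaches that level; inconclusive = some that reach 60%, reason not given; inactive = mean inhibition across replicates below 60%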; also: values of inactives mirror those of a sister screen read the other way
# PDI inh: inhibitors of human protein disulfide isomerase; PDI insulin aggregation turbidity, A650, 90 min; 0.052% of 350,000 active; P07237; inhibition, % at 10 µM;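 active = mean inhibition across replicates of 30% or more, whatever share of single replicates reach that level; inconclusive = mean inhibition below 30% while every single replicate reaches 30%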;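 also: absorbance from insulin aggregation driven by PDI reduction with DTT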
# Target sequence (P07237 whole entry, looked up): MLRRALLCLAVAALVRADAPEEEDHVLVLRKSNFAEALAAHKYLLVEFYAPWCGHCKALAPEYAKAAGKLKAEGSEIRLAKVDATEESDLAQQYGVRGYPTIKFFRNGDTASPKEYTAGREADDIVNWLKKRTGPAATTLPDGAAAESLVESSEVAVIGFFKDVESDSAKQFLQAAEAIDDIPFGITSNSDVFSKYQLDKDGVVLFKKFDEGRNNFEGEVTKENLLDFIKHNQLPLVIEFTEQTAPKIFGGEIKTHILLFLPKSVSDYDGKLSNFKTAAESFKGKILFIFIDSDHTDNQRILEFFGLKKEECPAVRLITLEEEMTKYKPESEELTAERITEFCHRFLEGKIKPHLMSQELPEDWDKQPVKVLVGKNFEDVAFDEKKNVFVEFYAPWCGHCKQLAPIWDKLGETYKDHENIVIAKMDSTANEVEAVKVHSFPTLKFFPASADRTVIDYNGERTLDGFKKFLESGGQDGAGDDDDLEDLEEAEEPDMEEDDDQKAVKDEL
# NR2E3 ag-1: agonists of human NR2E3 nuclear receptor; AID 602229; CHO-S Gal4-NCOR/VP16-NR2E3 two-hybrid, luciferase; 0.35% of 360,000 active; Q9Y5X4; inhibition of corepressor binding, % at 3.98 µM;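 active = inhibition above the mean of all tested compounds plus 3 SD, cut at about 70% in these data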;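 also: 0% = DMSO with NR2E3 transfected cells and 100% = cells lacking NR2E3 construct; higher means lower luciferase signal from less NR2E3 corepressor binding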
# Target sequence (Q9Y5X4 whole entry, looked up, the tested form may be a part): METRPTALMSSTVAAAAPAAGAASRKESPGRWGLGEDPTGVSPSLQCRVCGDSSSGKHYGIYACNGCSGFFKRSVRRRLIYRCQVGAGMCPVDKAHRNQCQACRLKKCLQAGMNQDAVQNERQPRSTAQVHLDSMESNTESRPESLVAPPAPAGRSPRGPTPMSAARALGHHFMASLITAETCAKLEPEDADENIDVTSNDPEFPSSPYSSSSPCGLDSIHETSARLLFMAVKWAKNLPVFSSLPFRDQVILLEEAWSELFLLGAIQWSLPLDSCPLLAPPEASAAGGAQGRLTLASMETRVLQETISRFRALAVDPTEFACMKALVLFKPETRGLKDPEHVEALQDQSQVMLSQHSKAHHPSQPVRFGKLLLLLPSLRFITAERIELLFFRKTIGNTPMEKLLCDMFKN
# HIF-2a inh: HIF-2a inhibition. 786-0 RCC cells HIF-2a reporter, luciferase luminescence, overnight. inhibition, % at 18.8 µM. 0.72% of 360,000 active. AID 624352;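 active = inhibition of the luminescence signal of 40% or more relative to plate controls, in a single-dose primary screen at 18.75 µM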
# CaV13 FRET inh: Primary screen for inhibitors of IQ motif and Ca2+-dependent inactivation inhibitor domain binding in CACNA1D, Förster resonance energy transfer in living cells, …. HEK cells, CFP/YFP FRET ICDI-IQ, plate reader, 10 min; percent FRET-ratio fall versus neutral wells. 0.098% of 340,000 active. AID 743397. inhibition, % at 12.3 µM;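 active = mean replicate inhibition of at least 30% and at least 1% of replicates passing that level; inconclusive = only one of the two criteria is met; inactive = neither criterion is met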;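 also: 0% = median of the neutral control wells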
# NR2E3 ag-2: NR2E3 (human) agonism | Q9Y5X4 | AID 2300 | GST-NR2E3/biotin-RetCOR TR-FRET, 1536-well | inhibition of corepressor binding, % at 4.78 µM | 0.12% of 320,000 active;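 active = percent inhibition above the cutoff of mean plus 3 SD of all tested compounds, set per screening campaign, cut at about 20% in these data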;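 also: 0% = DMSO wells and 100% = biotin wells as full block of FRET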
#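 System: GST-tagged NR2E3 plus biotinylated RetCOR corepressor; Amount: 1.35 nM GST-tagged NR2E3 final; Dosing: single nominal compound dose of 4.8 µM; Schedule: 5 h incubation at 4 °C; Technique: TR-FRET with europium anti-GST and streptavidin-D2, 340 nm excitation; Controls: biotin wells as high control, 0.6% DMSO wells as low control.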
# Vif inh: HIV Vif inhibition; HEK293T cells, Vif self-association by quenched fluorescence, imaging, 24 h; inhibition, % at 7.49 µM; 0.35% of 340,000 active; in the data active = inhibition above about 50%, passing the limit was not always enough; inconclusive = no clear call, values can overlap the other calls; inactive = below about 31%; also: some results filed as inactive read as strong as hits
# Peg3 promoter: reduces Peg3 promoter-driven luciferase expression in HeLa; HeLa PEG-Prom luciferase reporter, luminescence, overnight; inhibition, % at 20 µM; 1.7% of 360,000 active; AID 588405;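 active = inhibition of at least 50% at 20 µM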
# KKLEB cytotox: CF airway cell cytotoxicity counter-screen; 0.36% of 360,000 active; KKLEB CF airway cells viability, ATPlite luminescence, overnight; active compounds read low; cells stimulated with P. aeruginosa culture filtrate; activity change (cytotoxicity), % at 5 µM; AID 602141;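 active = corrected activity change at or below -50% at 5 µM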
# CF NFkB block: inhibitors of cystic fibrosis induced NF-kB; KKLEB NF-kB-GFP reporter, PAF-induced, GFP fluorescence overnight; inhibition, % at 5 µM; 0.86% of 360,000 active; AID 588850;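 active = at least 50% inhibition at 5 µM, scaled per plate between neutral and stimulator controls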;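 also: PAF is a Pseudomonas aeruginosa culture filtrate used as stimulus; plate controls were PAF-stimulated DMSO wells for no effect and unstimulated DMSO wells for full effect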
# Shn3 3UTR inh: reduces Shn3 3'UTR luciferase signal in osteoblasts. Clone20 osteoblast Shn3 3'UTR firefly luciferase, 24 h. inhibition, % at 12.5 µM. 0.52% of 360,000 active. AID 588674;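 active = mean inhibition of at least 75% with every replicate also reaching 75%; inconclusive = mean inhibition at least 75% but some replicate below; inactive = mean inhibition below 75%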;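 also: 0% = median of neutral control wells and 100% = pilot-screen positive control compound; some compounds past the cut are filed as inactive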
# An asterisk follows results filed as active; ? = inconclusive; · = not tested or not shown.
# Under each structure: TRPM1 prom inh	PDI inh	NR2E3 ag-1	HIF-2a inh	CaV13 FRET inh	NR2E3 ag-2	Vif inh	Peg3 promoter	KKLEB cytotox	CF NFkB block	Shn3 3UTR inh
> COCCNC(=O)CN1C(=O)CN=C(c2ccccc2)c2ccccc21
    -1	-3	0	13	-6	1	-2	5	1	-13	4
> O=C(CCc1ccccc1)N1Cc2cc(-c3ccccc3)ccc2-n2nncc2C1
    ·	·	-2	10	-6	·	5	29	-21	-3	-2
> CC(=O)OC1CC(OC2C(O)CC(OC3C(O)CC(OC4CCC5(C)C(CCC6C5CCC5(C)C(C7=CC(=O)OC7)CCC65O)C4)OC3C)OC2C)OC(C)C1OC1OC(CO)C(O)C(O)C1O (centres undefined)
    80*	5	-9	82*	-2	·	2	107*	-58*	82*	1
> CCOC(=O)C1=Nc2ccccc2/C1=C\c1c(O)n(C)c(=O)n(C)c1=O
    4	0	1	14	-18	-1	3	7	8	-7	-18
> CCOCN(C(=O)CCl)c1c(C)cccc1CC
    8	1	-28	7	-7	-2	2	-4	5	-1	-8
> COc1ccc(N=Cc2c(O)n(C)c(=O)n(C)c2=O)cc1
    -19	12	4	-99	-3	-1	-12	-51	4	-15	-8
> COC(=O)C1=C(c2ccccc2OCc2ccccc2)C[C@@H]2CC[C@H]1N2C(=O)NCCCOC(C)C
    3	-2	-3	-1	-4	2	-4	11	0	5	20
> CCOC(=O)c1cc2c(cn1)[nH]c1ccccc12
    -50	-1	-37	-143	-6	3	-8	-176	-27	-18	-50
> CN(CCOc1ccc(C=C2C(=O)NC(=O)NC2=O)cc1)c1ccccn1
    -64	-1	-38	-46	5	-1	4	-95	-1	-12	-2
> CN(C)C(=O)Oc1cccc(NC(=O)N2CCOCC2)c1
    4	-8	3	15	·	0	0	2	1	-4	-4
> CCOC(=O)C(O)(c1ccc(N(CC)S(=O)(=O)c2ccc(C)cc2)cc1)C(F)(F)F (centres undefined)
    15	-21	-1	7	-5	-1	·	13	13	-9	9
> O=C1NC(=O)C(=Cc2csc3ccccc23)C(=O)N1
    2	-6	-15	13	-17	1	2	15	5	-7	-2
> CCN1CCN(C(c2cccs2)C(C)NC(=O)Oc2ccccc2)CC1 (centres undefined)
    ·	·	-26	4	-1	5	0	-1	-6	6	-14
> CCOc1ccccc1Oc1coc2cc(OC(=O)N(C)C)ccc2c1=O
    -23	-3	-18	-111	-21	1	-6	-85	3	-14	-66
> NP(=O)(OCCCc1ccccc1)Oc1ccccc1 (centres undefined)
    -7	8	-15	-24	-10	5	-2	-38	12	-8	-17
> O=c1[nH]c(=O)n(-c2ccccc2)c(O)c1/C=C1/C(c2ccccc2)=Nc2ccccc21
    -6	-6	-75	-62	-2	2	0	-51	-19	60*	-16
> Cc1nc2cc(F)ccc2n1C1CCN(Cc2nnnn2CCc2ccccc2)CC1
    2	12	-17	5	·	3	-7	4	-4	17	-42
> O=C1CCN(C(=O)CCCn2c(=O)oc3ccccc32)CC1
    12	0	-36	1	1	0	5	-16	-1	-5	2
> COP(=O)(OC)C1(O)C(=O)Nc2ccc(Br)cc21 (centres undefined)
    14	3	10	19	-4	4	14	10	7	-4	-14
> O=C(Cc1cccs1)N1Cc2ccccc2-n2nncc2C1
    ·	-5	13	6	-3	·	·	2	8	-26	-7

# Ordered by length of the SMILES (high to low): part of the list above
# Under each structure: TRPM1 prom inh	PDI inh	NR2E3 ag-1	HIF-2a inh	CaV13 FRET inh	NR2E3 ag-2	Vif inh	Peg3 promoter	KKLEB cytotox	CF NFkB block	Shn3 3UTR inh
> Cc1nc2cc(F)ccc2n1C1CCN(Cc2nnnn2CCc2ccccc2)CC1
    2	12	-17	5	·	3	-7	4	-4	17	-42
> CCN1CCN(C(c2cccs2)C(C)NC(=O)Oc2ccccc2)CC1 (centres undefined)
    ·	·	-26	4	-1	5	0	-1	-6	6	-14
> CCOC(=O)c1cc2c(cn1)[nH]c1ccccc12
    -50	-1	-37	-143	-6	3	-8	-176	-27	-18	-50

# (list continues)
# Under each structure: TRPM1 prom inh	PDI inh	NR2E3 ag-1	HIF-2a inh	CaV13 FRET inh	NR2E3 ag-2	Vif inh	Peg3 promoter	KKLEB cytotox	CF NFkB block	Shn3 3UTR inh
> CCC1(C)CN(S(=O)(=O)OCC(Cl)(Cl)Cl)C(=O)N1 (centres undefined)
    6	4	-21	10	-4	3	-6	-1	10	-2	-10
> CCC1CN1P(=S)(N1CC1CC)N1CC1CC (centres undefined)
    2	2	-1	9	-6	·	-3	5	-16	24	17
> CN1CCN(Cc2ccc(Br)s2)CC1
    7	-5	-7	-4	·	-1	-3	7	8	-12	-1
> N#C/C=C/C#N
    18	·	3	-5	·	2	?	-9	-4	15	5
> CCC(=NCCc1ccccc1)c1c(O)n(C)c(=O)n(C)c1=O
    11	12	8	15	-5	-4	5	13	4	4	-8
> CCOc1cc2c(cc1OCC)-n1cccc1C(c1ccc(OC)c(OC)c1)NC2 (centres undefined)
    6	0	8	8	-19	0	-9	8	-4	-7	53
> CC1CN1P(=S)(c1ccccc1)N1CC1C (centres undefined)
    0	2	-4	-8	-6	·	4	-20	5	2	18
> CC(C)(C)C(=O)O[C@H]1CC[C@@]2(C)C(=CC(=O)C3C2CC[C@]2(C)C(=O)CCC32)C1 (some centres undefined)
    -19	-1	-1	10	-5	·	?	-8	-33	9	6
> Cc1ccc(CN2CCN(C)CC2)c(C)c1
    5	1	5	8	-4	3	-5	3	14	-32	-4
> CCCCCCn1c(=O)c(C(=O)Nc2ncccc2O)c(O)c2ccccc21
    22	-5	-10	14	-2	-2	-5	30	-9	-12	13
> CCCCN1C(=O)/C(=C/c2ccc(N(C)C)cc2)C(=O)N(Cc2ccco2)C1=O
    -4	5	-24	12	-5	-3	-3	7	-4	-12	1
> Cc1cc(C)nc(/N=C(\N)c2c(O)[nH]c(=O)[nH]c2=O)n1
    -2	2	-11	23	-5	-5	-12	1	5	-66	-23
> COc1ccc(-n2c(C)nc3cc(C(=O)N4CCC5(CC4)OCCO5)ccc32)cc1
    15	3	-7	10	2	1	10	8	3	-2	11
> COc1ccc(OC)c(-n2c(O)c(C=NCc3ccc4c(c3)OCO4)c(=O)[nH]c2=O)c1
    -14	0	-17	20	-7	-2	-5	13	4	-7	-19
> COc1ccc(OC)c(-n2c(O)c(C=Nc3c(C)n(C)n(-c4ccccc4)c3=O)c(=O)[nH]c2=S)c1
    ·	2	-4	4	-3	-1	8	4	4	3	3
> C=CCn1c(O)c(C(CC)=NCc2cc(OC)cc(OC)c2)c(=O)[nH]c1=O
    22	4	-3	28	-5	1	0	35	5	-32	54
> c1cc2c(cc1CN1CCNCC1)OCO2
    -10	1	4	4	·	1	-19	0	1	2	2
> O=C1NC(=O)C2(Cc3ccccc3N3CCCC32)C(=O)N1Cc1ccccc1 (centres undefined)
    7	9	0	-7	-6	3	7	3	-5	-8	-17
> CCOC(=O)C1(c2ccccc2)CCN(CC(=O)Nc2ccc(C)cc2)CC1
    -10	3	-3	21	0	4	4	5	13	-32	19
> c1ccc(CNCCc2ccc3c(c2)OCO3)nc1
    9	1	4	-6	-8	4	-3	-37	4	0	-5
> NCCCP(=O)(O)CCc1ccccc1
    6	8	4	15	-9	2	4	-3	5	-21	25
> NC(=O)c1c(NC(=O)c2ccc(S(=O)(=O)N(CCCl)CCCl)cc2)sc2c1CCCCC2
    -11	-4	-12	12	·	-2	7	15	-10	18	-9
> OC(c1ccccc1)(c1ccccc1)c1ccncc1
    24	-3	2	20	-3	-1	-2	18	-6	-2	11
> CC(C)c1ccc(N2C(=O)NC(=O)/C(=C\c3cnc(-c4ccccc4)nc3)C2=O)cc1
    4	8	-53	-7	·	3	1	-10	2	9	-23
> Cc1cc(/C=C2\C(=O)NC(=O)N(Cc3ccccc3)C2=O)c(C)n1C1CC1
    5	-10	-1	-5	-3	-1	·	4	-20	-12	9
> COc1ccc(CCNC2CCCCC2)cc1
    5	2	-16	13	-4	0	-6	3	5	-18	-24
> Cc1cc(C)cc(-n2c(C)cc(/C=C3\C(=O)NC(=O)N(C)C3=O)c2C)c1
    15	-1	0	10	-14	2	6	11	7	-11	11
> CC1=CC(=O)OC2CC3OC4C[C@@H](C)C5OC6CC7O[C@]8(C)C/C=C\C9OC%10CC%11OC(CC(C)CO)CC(O)[C@]%11(C)OC%10CC9OC8C[C@]7(C)O[C@]6(C)CCC5OC4C[C@]3(C)OC12 (some centres undefined)
    3	2	-22	-1	-11	4	0	-8	17	12	-33
> C[C@H](CO)N1C[C@H](C)[C@@H](CN(C)C(=O)Oc2ccc3ccccc3c2)OCc2cn(nn2)CCCC1=O
    ·	-2	-24	0	-3	·	·	-9	-4	0	3
> CN1CCN(c2c[nH]c(=O)[nH]c2=O)CC1
    -1	0	3	24	-4	7	·	-7	3	-6	4
> CCOC(=O)C(O)(c1ccc(N(C)C(=O)c2ccc(Cl)c(Cl)c2)cc1)C(F)(F)F (centres undefined)
    10	1	14	4	-4	2	-7	13	-7	1	13
> CN1CCN(c2nc([N+](=O)[O-])nn2C)CC1
    8	10	0	15	-18	-1	-4	10	2	-8	-11
> N#C/C(=C(/O)c1ccc(S(=O)(=O)N(CCCl)CCCl)cc1)c1nc2ccccc2[nH]1
    -22	1	-51	-131	-16	1	-3	-44	11	9	-6
> COC(=O)COc1ccc(/C=C2\C(=O)NC(=S)N(c3ccc(C)cc3)C2=O)cc1OC
    -14	9	-9	26	-20	0	3	10	8	8	-7
> COc1ccc(NP(=O)(Oc2ccc(Cl)cc2)Oc2ccc(Cl)cc2)cc1OC
    -20	2	-25	28	-5	4	-6	25	-2	-28	3
> O=[N+]([O-])[N-][n+]1cnn(Cc2ccccc2)c1
    2	1	-23	10	-3	1	-4	-8	0	9	18
> CCCCn1c(O)c(C(CC)=NC(C)c2ccccc2)c(=O)[nH]c1=O (centres undefined)
    19	9	-10	3	-7	0	-15	23	-16	9	30
> COC(=O)CNC(=O)c1cn(CCC#N)nc1-c1ccc(F)cc1
    -6	-12	0	10	-1	6	6	2	-1	-1	7
> CSc1ccc(CN2CCN(C(=O)COc3cccc(C)c3)CC2)cc1
    3	0	8	16	-3	4	-3	23	-15	-10	22

# Screening data: PubChem BioAssay, several laboratories

# Some of the compounds tested, so the mix of outcomes need not match the whole.
